Assay outcomes as filed in PubChem.
B2AR arrestin: beta2AR (human) beta-arrestin recruitment activity. P07550. Potency, µM (doses to about 46.1 µM), without a hit: at the highest dose activation, usual class: activators. AID 492947. beta-arrestin recruitment to beta2AR, cell-based reporter. actives 0.02% (n = 330,000);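 note: potency is the fitted concentration of half-maximal effect; 0% = DMSO controls and full agonism = EC100 isoproterenol or metaproterenol; nearly all actives have a fitted effect of over 65% in size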
Target sequence (P07550 whole entry, looked up): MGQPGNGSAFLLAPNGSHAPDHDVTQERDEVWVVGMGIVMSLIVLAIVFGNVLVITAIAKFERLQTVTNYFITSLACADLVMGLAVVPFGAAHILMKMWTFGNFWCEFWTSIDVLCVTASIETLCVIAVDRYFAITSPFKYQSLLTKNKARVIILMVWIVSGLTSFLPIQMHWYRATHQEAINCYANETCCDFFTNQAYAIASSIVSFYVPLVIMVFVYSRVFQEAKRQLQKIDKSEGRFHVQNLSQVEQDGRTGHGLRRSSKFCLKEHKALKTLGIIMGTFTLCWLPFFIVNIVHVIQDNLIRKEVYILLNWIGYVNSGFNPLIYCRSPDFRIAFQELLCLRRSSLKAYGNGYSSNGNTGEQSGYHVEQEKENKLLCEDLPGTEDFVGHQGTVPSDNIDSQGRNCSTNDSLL
Coupling enz: coupling enzyme interference in Giardia aldolase counter-screen; actives 0.67% (n = 290,000); coupling enzyme system counterscreen, AmpLite Red fluorescence; activity change, negative = inhibition, % at 58.2 µM, hits read low; in the data active = activity change below about -30%; note: % is set by controls: 0 for no effect and ±100 for the full control effect
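Final compound at 57.5 uM, incubated 10 min at RT with coupling enzyme reagent (glyceraldehyde-3-phosphate), then 20 min with substrate and AmpLite Red detection. Fluorescence read at 525/598 nm; tests interference with the coupling assay, not aldolase inhibition.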
S-ASM inh: human S-ASM enzyme inhibition. P17405. placental ASM, HMU-PC fluorogenic substrate, 60 min. Potency, µM (series often up to 57.5 µM), for the others: top-dose activity change, negative = inhibition, usual class: inhibitors. actives 0.006% (n = 340,000). AID 504937; note: potency is the fitted concentration of half-maximal effect
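Steps: dispense placental human ASM, pin compound, wait 10 min at room temperature, add HMU-PC0 substrate at 9 uM final, incubate 60 min at 37 °C, add stop solution raising pH to 10, read fluorescence.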
a7 integrin act: activators of alpha7 integrin expression for muscular dystrophy; actives 0.064% (n = 350,000); alpha7betagal myoblasts, beta-gal FDG fluorescence, 48 h; AID 624291; Potency, µM (series often up to 38.3 µM), for the others: at the highest dose activation, hits mostly activators;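 note: potency is the fitted concentration of half-maximal effect; 100% = response of the positive control SU9516; nearly all actives have a fitted effect of over 60% in size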
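Alpha7betagal+/- myoblasts (passage 13) were plated 16-24 hr, then exposed to compounds (1:260 dilution of DMSO stock) for 48 hours at 37C. After MPER lysis, β-galactosidase reporter activity was read as FDG fluorescence (ex 480/em 540) after 30 minutes.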
GALK inh: blocks human galactokinase activity; P51570; Purified GALK, Kinase-Glo residual ATP luminescence; Potency, µM (titrated, usually from 57.5 µM), for the others: at the highest dose activity change, negative = inhibition, usual class: inhibitors; actives 0.007% (n = 270,000); AID 1868; note: potency is the fitted concentration of half-maximal effect; % is set by controls: 0 for no effect and ±100 for the full control effect
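5 nM enzyme, 35 uM ATP, 100 uM galactose, 20 mM HEPES pH8.0, 5 mM MgCl2; 1 h RT; residual ATP by Kinase-Glo Plus luminescence, qHTS format.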
Chronic BCR inh: blocks chronic active B-cell receptor signaling. ABC-DLBCL IkBa-CBG/CBR reporter, luminescence ratio, 4 h. Potency, µM (highest dose often 46.1 µM), without a hit: at the top dose ratio change, negative = lower green/red ratio, actives largely listed as inhibitors. actives 0.05% (n = 340,000). AID 493014; active = well fitted inhibition curve with a large enough effect in the signal ratio, with a control signal flat, not every such curve was filed as active; inconclusive = small, poorly fitted or top-dose-only effect, or effect the other way, or a change in a side signal; the % refers to the signal ratio;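 note: potency is the fitted concentration of half-maximal effect; plate controls were basal doxycycline-induced cells for no effect and cells given 10 µM MG132 for full effect; MG132 reads +100%, hits lower the ratio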
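Doxycycline induced both beetle luciferases in TMD8 lymphoma cells; IKK-driven degradation limits the IkappaBalpha-fused green signal, while red luminescence normalises for cell number and nonspecific effects. Compounds tested up to 46 uM, 4 hrs.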
PKM2 act: increases activity of human pyruvate kinase M2. actives 0.34% (n = 260,000). purified PKM2, Kinase-Glo ATP luminescence, activation; response scale: 0% is enzyme alone, no compound. AID 1631. Potency, µM (top dose mostly 57.5 µM), without a hit: top-dose activation, usual class: activators; note: potency is the fitted concentration of half-maximal effect; % is set by controls: 0 for no effect and ±100 for the full control effect; nearly all actives have a fitted effect of over 55% in size
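ATP formation by purified human PK-M2, quantified via coupled luciferase luminescence after 1 h at room temperature with 0.1 mM ADP and 0.5 mM PEP final.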
Giardia killer: kills Giardia lamblia; AID 540267; Giardia lamblia trophozoite viability; actives 0.15% (n = 340,000); activity change, % at 7.66 µM, hits read low; in the data active = activity change below about -80%; inconclusive = between about -30% and that limit;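 note: parasites exposed to compound for two days anaerobically before the ATP read; % is set by controls: 0 for no effect and ±100 for the full control effect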
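Media and compound were dispensed first, then trophozoites at 100 cells/well; plates sat 48 hrs at 37 deg C without oxygen before ATP luminescence reagent was added and read after 15-30 min at room temperature.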
Menin-MLL TR inh: inhibitors of human menin-MLL interaction, mutant MLL peptide | O00255 | Menin + Texas Red MLL mutant peptide, fluorescence polarization | Potency, µM (series often up to 61.6 µM), without a hit: at the highest dose FP activity change, negative = inhibition, usual class: inhibitors | actives 0.23% (n = 270,000) | AID 1768; active = well fitted inhibition curve with a large enough effect in the polarisation, with a control signal flat, not every such curve was filed as active; inconclusive = small, poorly fitted or top-dose-only effect, or effect the other way, or a change in a side signal; inactive = no such curve, though single readings can be large or run the other way; the % refers to the polarisation; note: potency is the fitted concentration of half-maximal effect; % of control where 0% means no effect; many of its hits are not listed in these tables
Target sequence (O00255 whole entry, looked up): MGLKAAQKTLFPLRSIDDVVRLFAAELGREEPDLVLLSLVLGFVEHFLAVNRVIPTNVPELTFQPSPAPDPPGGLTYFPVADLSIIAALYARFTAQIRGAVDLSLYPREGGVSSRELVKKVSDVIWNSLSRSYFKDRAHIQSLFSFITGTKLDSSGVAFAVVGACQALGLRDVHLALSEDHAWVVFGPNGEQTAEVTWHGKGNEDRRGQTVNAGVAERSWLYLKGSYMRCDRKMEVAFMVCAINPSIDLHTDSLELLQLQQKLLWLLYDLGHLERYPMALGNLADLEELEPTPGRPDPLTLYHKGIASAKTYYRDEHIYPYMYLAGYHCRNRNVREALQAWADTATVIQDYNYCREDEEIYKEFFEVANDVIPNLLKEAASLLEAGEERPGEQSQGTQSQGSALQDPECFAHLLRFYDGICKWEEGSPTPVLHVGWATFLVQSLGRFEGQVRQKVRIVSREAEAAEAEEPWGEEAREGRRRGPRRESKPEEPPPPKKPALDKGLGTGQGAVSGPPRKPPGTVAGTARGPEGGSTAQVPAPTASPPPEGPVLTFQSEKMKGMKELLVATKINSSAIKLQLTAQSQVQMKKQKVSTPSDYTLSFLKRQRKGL
TSG101-PTAP inh: blocks PTAP/TSG101 interaction to inhibit HIV-1 budding. Fluorescence polarization, FITC-PTAP peptide / Tsg101 binding. 340,000 tested, under 10 active. Potency, µM (titrated, usually from 115 µM), without a hit: top-dose activity change, negative = inhibition, most hits filed as inhibitors; active = well fitted inhibition curve with a large enough effect in the main read-out, with a control signal flat, not every such curve was filed as active; inconclusive = small, poorly fitted or top-dose-only effect, or effect the other way, or a change in a side signal; inactive = no such curve, though single readings can be large or run the other way; note: potency is the fitted concentration of half-maximal effect; % of control where 0% means no effect
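Fluorescence anisotropy tracks displacement of a FITC-tagged PTAP peptide (50 nM) from the Tsg101 binding domain (10 uM), following a 20 min room-temperature incubation at pH 7.5.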
Tb PFK inh: T. brucei PFK enzyme inhibition; O15648; T. brucei PFK, ADP-Glo luminescence; Potency, µM (top dose mostly 57.5 µM), for inactives: at the top dose activity, negative = inhibition, most hits filed as inhibitors; actives 0.17% (n = 330,000);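 note: potency is the fitted concentration of half-maximal effect; 0% = uninhibited 1x PFK enzyme wells and -100% = no-enzyme wells; nearly all actives have a fitted effect of over 60% in size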
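ADP-Glo luminescence quantified ADP after 45 min at room temperature, with 1.25 nM T. brucei PFK, 0.1 mM ATP and 0.5 mM fructose-6-phosphate in pH 8.0 TEA buffer. qHTS titrations up to 57 µM; curves classified by quality.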
Numbers without * were called inactive; [ ] = remark or other dose. Unless noted, calls come from the whole dose curve; as a rule, active = well fitted curve in the direction sought with a large enough effect; inconclusive = small, poorly fitted or top-dose-only effect, or another doubt; inactive = no such curve, though single readings can be large; an effect the other way counts as inactive or inconclusive. The list is partial. The share of hits here may be higher or lower than overall.

Cc1cccc(C)c1NC(=O)CN(C)C(=O)c1cc(S(=O)(=O)N(C)C)ccc1N1CCCC1 was read as B2AR arrestin 0.2%, S-ASM inh 1%, a7 integrin act 22%, Chronic BCR inh 7%, Giardia killer 0, TSG101-PTAP inh -1% and Tb PFK inh -1%.
Screening COc1cc(OC)cc(C(=O)N[C@@H](CCSC)c2nc3ccccc3[nH]2)c1 returned B2AR arrestin -0.8%, Coupling enz 1, S-ASM inh 6%, a7 integrin act 15%, GALK inh 4%, Chronic BCR inh inconclusive, PKM2 act -1%, Giardia killer -3, Menin-MLL TR inh -11%, TSG101-PTAP inh -1% and Tb PFK inh -8%.
`CC(=O)c1ccc(OC2OCCOC2Oc2ccc(C(C)=O)cc2)cc1` (stereo not drawn) gave B2AR arrestin -0.8%, Coupling enz 2, S-ASM inh -3%, a7 integrin act 15%, GALK inh 0%, Chronic BCR inh 5%, PKM2 act 1%, Giardia killer -20, Menin-MLL TR inh -14%, TSG101-PTAP inh -5% and Tb PFK inh 1%.
Cc1nn2c(=O)cc(CSc3ccccc3NC(=O)c3ccccc3F)nc2s1 was read as B2AR arrestin -1.0%, Coupling enz -2, S-ASM inh -2%, a7 integrin act 1%, GALK inh 9%, Chronic BCR inh -3%, PKM2 act 2%, Giardia killer 23, Menin-MLL TR inh -1%, TSG101-PTAP inh -1% and Tb PFK inh -3%.
`Cc1cccc(OCC(=O)NNc2c3ccccc3nc3ccccc23)c1` gave B2AR arrestin 0.5%, Coupling enz 1, S-ASM inh -2%, a7 integrin act -4%, GALK inh -4%, Chronic BCR inh inconclusive, PKM2 act 19%, Giardia killer -9, Menin-MLL TR inh inconclusive, TSG101-PTAP inh -4% and Tb PFK inh -14%.
`Cc1ccc(S(=O)(=O)N/N=C/c2ccc(OC3CSC3)cc2)cc1` gave B2AR arrestin -0.1%, Coupling enz -2, S-ASM inh -11%, a7 integrin act -4%, Chronic BCR inh 5%, PKM2 act -4%, Giardia killer 11, Menin-MLL TR inh inconclusive, TSG101-PTAP inh -2% and Tb PFK inh -5%.
O=C(N/N=C/c1c[nH]c2ccccc12)c1ccncc1 was read as B2AR arrestin -0.4%, Coupling enz 5, S-ASM inh -5%, a7 integrin act 22%, GALK inh 1%, Chronic BCR inh -16%, PKM2 act -13%, Giardia killer -4, Menin-MLL TR inh 13%, TSG101-PTAP inh -1% and Tb PFK inh -2%.
CCOC(=O)C1=C(O)C(=O)N(c2ccc(S(N)(=O)=O)cc2)C1c1ccc(OC)cc1OC (stereo not drawn) was read as B2AR arrestin 0.1%, Coupling enz 2, S-ASM inh 0%, a7 integrin act 8%, GALK inh -2%, Chronic BCR inh 4%, PKM2 act -1%, Giardia killer 15, Menin-MLL TR inh 0%, TSG101-PTAP inh -7% and Tb PFK inh -1%.
COC(=O)c1c(C#N)c(N)nc2c1CCC2 was read as B2AR arrestin 0.0%, Coupling enz 3, a7 integrin act 0%, GALK inh -1%, Chronic BCR inh inconclusive, PKM2 act 4%, Giardia killer -6, Menin-MLL TR inh 12%, TSG101-PTAP inh 0% and Tb PFK inh -2%.
`COc1ccc(NC(=O)CSc2nc3[nH]ncc3c(=O)n2-c2ccccc2C)cc1OC` gave B2AR arrestin -0.2%, Coupling enz 0, S-ASM inh 1%, a7 integrin act -24%, Chronic BCR inh inconclusive, PKM2 act 2%, Giardia killer -16, Menin-MLL TR inh 5%, TSG101-PTAP inh -4% and Tb PFK inh 0%.
For CCOC(=O)c1[nH]ncc1CN1CCCC(C(=O)c2cccc(OC(C)C)c2)C1 (stereo not drawn) the results were B2AR arrestin 0.1%, Coupling enz 1, S-ASM inh 3%, a7 integrin act -7%, GALK inh 0%, Chronic BCR inh -3%, PKM2 act 14%, Giardia killer 35[activator], Menin-MLL TR inh -21%, TSG101-PTAP inh -1% and Tb PFK inh 1%.
For Fc1ccccc1C1CC(c2ccco2)=Nc2ccccc2S1 (stereo not drawn) the results were B2AR arrestin 0.2%, Coupling enz 5, S-ASM inh -5%, a7 integrin act -45%[inhibitor], GALK inh -2%, Chronic BCR inh inconclusive, PKM2 act inconclusive, Giardia killer inconclusive, TSG101-PTAP inh -3% and Tb PFK inh inconclusive.
`CCC(C)N(C(=O)COC(=O)c1cc([N+](=O)[O-])ccc1N1CCOCC1)C1CCS(=O)(=O)C1` (stereo not drawn) gave B2AR arrestin 0.2%, a7 integrin act 8%, Chronic BCR inh inconclusive, Giardia killer 17, TSG101-PTAP inh -5% and Tb PFK inh -13%.
For CN(C(=O)CSc1nc2c(cnn2-c2ccccc2)c(=O)[nH]1)C1CCS(=O)(=O)C1 (stereo not drawn) the results were B2AR arrestin -2.1%, Coupling enz -3, GALK inh 1%, Chronic BCR inh 0%, PKM2 act -16%, Menin-MLL TR inh 2% and Tb PFK inh -1%.
For CCOC(=O)c1ccccc1NC1c2ccccc2C(=O)N1C1CCN(C(=O)OCC)CC1 (stereo not drawn) the results were B2AR arrestin inconclusive, Coupling enz 1, S-ASM inh 16%, a7 integrin act -28%, GALK inh 0%, Chronic BCR inh inconclusive, PKM2 act -5%, Giardia killer -21, Menin-MLL TR inh -2%, TSG101-PTAP inh -2% and Tb PFK inh -10%.
For Nc1nc(Sc2ccc([N+](=O)[O-])cc2[N+](=O)[O-])n[nH]1 the results were B2AR arrestin 5.9%, Coupling enz 2, S-ASM inh -2%, a7 integrin act -7%, GALK inh -2%, Chronic BCR inh -1%, PKM2 act 20%, Giardia killer -8, TSG101-PTAP inh 0% and Tb PFK inh -3%.
COc1ccc(OC)c(C2=NOC(C(=O)Nc3cccnc3)C2)c1 (stereo not drawn) was read as B2AR arrestin -0.2%, Coupling enz 3, S-ASM inh 3%, a7 integrin act -4%, GALK inh 0%, Chronic BCR inh inconclusive, PKM2 act 15%, Giardia killer -5, Menin-MLL TR inh -10% and Tb PFK inh 1%.
Screening CCc1cccc(NC(=O)COC(=O)c2cc([N+](=O)[O-])ccc2N2CCOCC2)c1 returned B2AR arrestin 0.3%, a7 integrin act -3%, Chronic BCR inh -2%, Giardia killer 6, TSG101-PTAP inh 1% and Tb PFK inh -2%.
Screening O=S(=O)(NCC(O)c1ccccc1)c1cc(Cl)sc1Cl (stereo not drawn) returned B2AR arrestin 0.5%, S-ASM inh -2%, a7 integrin act 7%, GALK inh -4%, Chronic BCR inh 0%, PKM2 act 2%, Giardia killer 23, TSG101-PTAP inh -3% and Tb PFK inh 1%.
CC1CCN(CC(=O)Nc2ccc(S(=O)(=O)N3C(C)CCCC3C)cc2)CC1 (stereo not drawn) was read as B2AR arrestin -0.5%, Coupling enz -1, S-ASM inh -1%, a7 integrin act -29%, GALK inh 1%, Chronic BCR inh 0%, PKM2 act 3%, Giardia killer 13, Menin-MLL TR inh inconclusive, TSG101-PTAP inh 2% and Tb PFK inh 1%.
COCCNc1nc(SCC(=O)N2CCN(c3ccccc3OC)CC2)nc2ccccc12 was read as B2AR arrestin 0.6%, Coupling enz 3, S-ASM inh -1%, a7 integrin act -7%, GALK inh 0%, Chronic BCR inh 4%, PKM2 act -2%, Giardia killer -13, Menin-MLL TR inh -19%, TSG101-PTAP inh -5% and Tb PFK inh 2%.
For Cc1ccc(C2(C(=O)N3CCC(n4nc(-c5ccccc5)oc4=O)CC3)CC2)cc1 the results were B2AR arrestin 0.1%, S-ASM inh -1%, a7 integrin act inconclusive, GALK inh -7%, Chronic BCR inh -1%, Giardia killer -5, TSG101-PTAP inh -3% and Tb PFK inh -1%.
CCc1c(C)nc2cc(-c3cccs3)[nH]n2c1=O was read as B2AR arrestin 0.1%, Coupling enz -2, S-ASM inh 0%, a7 integrin act 15%, GALK inh -4%, Chronic BCR inh inconclusive, PKM2 act -2%, Giardia killer 2, Menin-MLL TR inh 10%, TSG101-PTAP inh -1% and Tb PFK inh -6%.
Screening COCCN(C(=O)CSc1nc2ccccc2c(=O)n1CCOC)c1c(N)n(Cc2ccccc2)c(=O)[nH]c1=O returned B2AR arrestin 0.0%, Coupling enz 8, S-ASM inh 2%, a7 integrin act 10%, GALK inh -1%, Chronic BCR inh 2%, PKM2 act -8%, Giardia killer 12, Menin-MLL TR inh 8%, TSG101-PTAP inh 0% and Tb PFK inh 1%.
